Screens as filed in PubChem BioAssay.
PI5P4K alpha inh – PI5P4K alpha (human) kinase inhibition | P48426 | PI5P4Kalpha enzyme, ADP-Glo luminescence, 60 min; hits give low values | max response, % | actives 1.2% (n = 330,000) | AID 652105; active = max response of -50% or lower; inconclusive = between -30% and -50%; inactive = -30% or higher; also: value at the top dose of about 77 µM; % is scaled to controls: 0 for no effect and ±100 for the full control effect
Target sequence (P48426 whole entry, looked up): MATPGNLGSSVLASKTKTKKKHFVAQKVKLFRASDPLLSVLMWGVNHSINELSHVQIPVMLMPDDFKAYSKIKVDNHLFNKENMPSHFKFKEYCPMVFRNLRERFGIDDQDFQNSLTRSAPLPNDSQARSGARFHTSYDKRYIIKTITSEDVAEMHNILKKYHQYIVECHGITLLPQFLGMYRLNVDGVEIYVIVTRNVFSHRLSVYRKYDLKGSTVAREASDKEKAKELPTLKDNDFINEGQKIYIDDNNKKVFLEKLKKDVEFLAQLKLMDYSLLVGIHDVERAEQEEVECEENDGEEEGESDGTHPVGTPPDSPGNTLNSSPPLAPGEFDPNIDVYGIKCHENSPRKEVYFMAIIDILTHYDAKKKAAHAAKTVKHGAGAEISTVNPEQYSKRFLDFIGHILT
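ADP-Glo luminescence end-point after a 60 min room-temperature kinase reaction. PI5P4Kalpha and substrate in HEPES pH 7.4 buffer with EGTA, 0.1% CHAPS and 5% DMSO; ATP at 5 microM final.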
IL2 activator – activators of IL-2. IL-2 activation reporter assay, cell-based qHTS; stimulated with anti-CD3/CD4/CD28 beads; in transgenic mouse T cells. actives 0.065% (n = 360,000). activation, % (series mostly up to about 46 µM); in the data active = activation above about 50%; inconclusive = mostly about 30% to 49%; also: 0% is about no effect
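Readout: EGFP and DsRed signals by fluorescent plate cytometry. Unstimulated transgenic mouse T cells received compound 60 min before antibody-bead stimulation, then incubated 18 h at 37 degrees C.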
EPAC1 antag – EPAC1 (human) antagonism; actives 0.14% (n = 360,000); Potency, µM (highest dose often 115 µM), inactives show top-dose activity change, negative = inhibition, usual class: inhibitors; EPAC1 GEF assay, Rap1b-BODIPY-GDP exchange fluorescence; AID 720709;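 also: potency is read from the fitted curve at half-maximal effect; plate controls were vehicle for no effect and positive control for full effect; nearly all actives have a fitted effect of over 50% in size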
FUS suppressor – FUS proteinopathy suppression in yeast | S. cerevisiae FUS-expressing, growth rescue, OD600, 24 h | actives 0.24% (n = 390,000) | Potency, µM (series often up to 76.6 µM), without a hit: at the top dose growth rescue (activation), hits mostly activators;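 also: potency is read from the fitted curve at half-maximal effect; plate controls were DMSO vehicle for no effect and reference control for full effect; nearly all actives have a fitted effect of over 55% in size; some results filed as inactive show a strong effect at the top dose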
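Yeast expressing FUS under galactose induction, OD 0.005 in 2% galactose medium; compounds in a dilution series, 24 h at 30C. Growth rescue by absorbance at 600 nm; CP55940 positive control, DMSO negative.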
PLK1 PBD block – PLK1 (human) polo-box domain binding inhibition. P53350. Plk1 PBD binding of FITC phosphopeptide, fluorescence polarization. Potency, µM, for the others: max response, negative = inhibition, usual class: inhibitors. actives 2.8% (n = 360,000); also: potency is read from the fitted curve at half-maximal effect; series mostly up to about 57 µM; % is scaled to controls: 0 for no effect and ±100 for the full control effect; nearly all actives have a fitted effect of over 65% in size
Target sequence (P53350 whole entry, looked up, the tested form may be a part): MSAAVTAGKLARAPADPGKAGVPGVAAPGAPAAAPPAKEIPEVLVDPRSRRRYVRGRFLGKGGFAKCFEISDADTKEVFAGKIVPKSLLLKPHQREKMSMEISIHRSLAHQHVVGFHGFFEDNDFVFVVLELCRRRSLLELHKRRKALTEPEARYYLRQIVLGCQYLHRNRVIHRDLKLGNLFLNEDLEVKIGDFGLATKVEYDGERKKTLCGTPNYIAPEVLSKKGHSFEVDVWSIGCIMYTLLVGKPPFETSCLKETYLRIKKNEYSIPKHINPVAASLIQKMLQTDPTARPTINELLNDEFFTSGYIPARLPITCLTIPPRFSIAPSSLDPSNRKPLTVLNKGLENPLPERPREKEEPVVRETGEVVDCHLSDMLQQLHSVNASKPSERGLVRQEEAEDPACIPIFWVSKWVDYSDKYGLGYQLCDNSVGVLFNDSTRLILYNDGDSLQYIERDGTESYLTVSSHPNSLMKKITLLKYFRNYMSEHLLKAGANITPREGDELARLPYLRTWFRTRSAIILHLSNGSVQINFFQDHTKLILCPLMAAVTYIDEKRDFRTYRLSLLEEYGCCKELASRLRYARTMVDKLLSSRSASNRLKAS
WRN inhibitor – blocks human WRN helicase; Q14191; WRN helicase unwinding, fluorescent forked duplex, kinetic; Potency, µM (top dose mostly 114 µM), for the others: at the highest dose activity change, negative = inhibition, hits mostly inhibitors; actives 0.46% (n = 360,000); also: potency is read from the fitted curve at half-maximal effect; % is scaled to controls: 0 for no effect and ±100 for the full control effect; nearly all actives have a fitted effect of over 55% in size
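Enzyme (20 nM final) and test compound sit together 15 min at room temperature before substrate addition. Substrate is a single-forked duplex oligonucleotide (100 nM) labelled with fluorophore and quencher, with 2 mM ATP; helicase unwinding raises red fluorescence, read kinetically.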
aSyn yeast inh – alpha-synuclein toxicity inhibition in yeast. Yeast expressing alpha-synuclein, growth rescue, BacTiter-Glo, 24 h. Potency, µM (series often up to 46.1 µM), inactives show at the highest dose growth rescue (activation), usual class: activators. actives 0.14% (n = 370,000); also: potency is read from the fitted curve at half-maximal effect; % of control where 0% means no effect; nearly all actives have a fitted effect of over 65% in size
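Rescue of yeast growth: cells expressing toxic alpha-synuclein, induced in galactose at OD600 0.02, incubated with compound 24 h at 30 C. ATP luminescence quantified growth; inhibitors of toxicity appear as activators.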
Abeta yeast res – restores growth of yeast expressing A-beta42 peptide; actives 0.063% (n = 410,000); AID 1347071; Potency, µM (highest dose often 46.1 µM), inactives show at the top dose growth rescue, hits mostly activators; yeast expressing A-beta42, growth rescue, OD600, 48 h; response scale: 0% DMSO, 100% iron-clioquinol control; also: potency is read from the fitted curve at half-maximal effect; nearly all actives have a fitted effect of over 55% in size
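Yeast A-beta toxicity model in growth medium with pinned compounds, 48 h at 30 C; growth read as absorbance at 600 nm. Normalized to FeCl3/clioquinol equimolar mix (positive) and DMSO (negative).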
EPAC1 ag – agonists of human EPAC1; O95398; EPAC1 agonist qHTS, biochemical assay; response scale: 100% = response to 6.5 mM cAMP; Potency, µM (top dose mostly 154 µM), for inactives: top-dose activation, most hits filed as activators; actives 0.073% (n = 360,000); also: potency is read from the fitted curve at half-maximal effect; nearly all actives have a fitted effect of over 60% in size
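Read-out is the fluorescence drop as BODIPY-GDP leaves Rap1B (480 nm excitation, 540 nm emission), recorded every 5 minutes over 30 minutes. Reactions held 100 nM EPAC1, 250 nM Rap1B–BODIPY-GDP and 50 uM GDP, with 6.5 mM cAMP setting full activation.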
The depositor's hits bear a star; ? = inconclusive; . = not tested or not shown; & = joins results of further samples; [ ] = remark or other dose. Unless noted, calls follow the shape of the dose curve; as a rule, active = well fitted curve in the direction sought with a large enough effect; inconclusive = small, poorly fitted or top-dose-only effect, or another doubt; inactive = no such curve, though single readings can be large; an effect the other way counts as inactive or inconclusive.

SMILES | PI5P4K alpha inh | IL2 activator | EPAC1 antag | FUS suppressor | PLK1 PBD block | WRN inhibitor | aSyn yeast inh | Abeta yeast res | EPAC1 ag
CC(NC(=O)c1ccccc1Br)c1nnc(SCC(=O)NC2CCCCC2)n1C (stereo not given) | -2 | -0.3 | -2% | -22% | -11% | -1%[57.1 µM] | -6% | -13% | 12%
Cc1sc(NC(=O)CN2C(=O)NC3(CCCC3)C2=O)nc1-c1ccc(F)cc1 | -8 | -0.7 | -10% | 15% | 1% | -2% | 6% | 1% | 1%
Cc1ccc(C(=O)N/C(=C\c2cccs2)C(=O)NCC2CCCO2)cc1C (stereo not given) | -4 | -2.1 | 0% | . | 4% | -3% | 6% | 9% | -8%
Cc1ccc(CN2CCN(C/C(Cl)=C/c3ccccc3)CC2CCO)o1 (stereo not given) | 4 | -3.0 | -11% | -4% | -8% | 3% | -1% | -1% | -4%
CCN(CC)c1ccc(NC(=O)CN2CCN(S(=O)(=O)c3cc(Cl)ccc3OC)CC2)cc1 | . | -3.7 | -2% | 19%&1% | -5% | -11%[57.1 µM] | 1% | -19%&-3% | 14%
CC(=O)Nc1ccc(S(=O)(=O)NCC(=O)Nc2ccc3c(c2)OCO3)cc1 | 0 | -0.4 | -2% | -4% | -1% | -10% | 5% | 7% | 10%
COC(=O)COn1c(-n2nc(C)cc2C)nc2ccccc2c1=O | 5 | -1.4 | 8% | 4% | -6% | -1% | 4% | ? | -5%
Cc1ccc(NC(=O)C2C(=O)N(C)c3ccccc32)cc1 (stereo not given) | -1 | 0.0 | 3% | -15% | -12% | -35%[57.1 µM] | -17% | -8% | 15%
C[C@@H]1NC(=O)c2cc([N+](=O)[O-])cc(I)c2OCC[C@@H](C(N)=O)NC(=O)[C@H](CCCCN)NC1=O | -3 | -0.8 | -26% | -26% | -1% | 6% | 2% | -1% | -17%
O=C(NC(N1CCCC1)C(Cl)(Cl)Cl)c1ccccc1 (stereo not given) | 8 | -1.6 | 1% | -2% | -6% | 0% | 2% | 20% | 3%
COc1cccc(/C=N/NC(=O)c2c(-c3ccccc3)noc2C)c1 | -4 | -1.6 | 3% | 10% | -9% | -5% | -2% | -18% | -6%
COc1cccc(N2CCN(C3CC(=O)N(c4ccc(F)c(Cl)c4)C3=O)CC2)c1 (stereo not given) | -1 | 2.9 | 2% | 11% | -20% | -3% | -7% | 8% | -3%
S=C(NCc1ccc2c(c1)OCO2)Nc1ccc(-c2nc3ccccc3[nH]2)cc1 | -12 | -0.3 | -1% | 30% | 0% | -35% | -22% | -25% | 24%
O=C(Nc1ccccc1)OCC1CCCO1 (stereo not given) | -2 | -0.3 | 6% | -14% | -5% | -8% | 2% | 5% | 7%
COc1ccccc1C(OC(=O)c1ccco1)C(=O)NC(C)(C)C (stereo not given) | . | -0.5 | 0% | 15% | 1% | -1% | 1% | 2% | 0%
CCOC(=O)N1CCN(Cc2nc(-c3ccc(C)cc3)no2)CC1 | 0 | -1.2 | -15% | 20% | -1% | -1% | 13% | 0% | -1%
COC(=O)CCCC(=O)NC1CCCN(C2Cc3ccccc3C2)C1 (stereo not given) | -2 | 0.8 | 0% | -7% | 1% | -4% | -12% | 1% | 2%
CN(C)CC(O)CN1C(=O)N(CN2C(=O)N(CC(O)CN(C)C)C(=O)C2(C)C)C(C)(C)C1=O (stereo not given) | 5 | 0.2 | 8% | -3% | -2% | 3%[57.1 µM] | 2% | -6% | 3%
Nc1ccc2ccccc2c1[N+](=O)[O-] | 24 | 1.3 | -10% | -14% | -6% | 1% | 0% | 12% | -5%
COc1cccc(NC(=S)N(CCCN2CCC(C)CC2)Cc2cccs2)c1 | -7 | -1.5 | 3% | 18% | -7% | 3% | 1% | 8% | 7%
Cc1ccc(NC(=S)N(CCN(C)C)Cc2cccs2)cc1 | 3 | -3.2 | -10% | -10% | -2% | 1% | 8% | 0% | 2%
O=C(C1CCOCC1)N1CCCC(N2CCN(c3ccc(F)cc3)CC2)C1 (stereo not given) | -1 | -3.6 | 13% | 21% | -24% | 1% | -4% | -4% | 7%
c1ccc(-n2nnnc2-c2cnc(-c3cccnc3)nc2-c2cccs2)cc1 | . | -0.5 | ? | ? | -3% | 2% | 8% | -3% | 17%
CC(=O)c1ccc2noc(-c3ccc(C)cc3)c2c1 | -2 | 1.2 | 3% | -10% | -8% | 1% | 5% | 7% | -3%
OCc1c(Cl)nc2ccccn12 | 0 | 0.2 | 2% | -27% | 3% | 3% | 5% | 15% | -17%
Cc1ccc(OC2CCN(C(=O)[C@H]3O[C@@H](n4ccc(=O)[nH]c4=O)[C@H](O)[C@@H]3O)CC2)cc1 | -11 | -0.3 | 4% | -13% | -3% | -2% | -3% | -9% | 2%
O=C(CSc1ncnc2c1nnn2-c1ccc(F)cc1)NCC1CCCO1 (stereo not given) | -1 | 1.8 | 3% | -9% | -5% | 1% | 0% | -11% | 11%
CSCCC(NC(=O)c1ccccc1)C(=O)NCCCSc1ccccc1 (stereo not given) | 9 | 0.5 | -9% | 13% | 3% | -5% | 5% | 3% | 1%
CCCNC(=O)CS(=O)(=O)Cc1nc(-c2ccccc2C)oc1C | -3 | 6.1 | 5% | -15% | -6% | -1% | 2% | 6% | 4%
Cc1nc2ccc(C(=O)N3CCN(c4ccccc4)CC3)cn2c1N(C)C(=O)CCc1ccccc1 | 0 | -0.7 | -5% | 15% | -4% | -3% | -4% | 14% | 9%

Retrieved by compound from the list above (three):
SMILES | PI5P4K alpha inh | IL2 activator | EPAC1 antag | FUS suppressor | PLK1 PBD block | WRN inhibitor | aSyn yeast inh | Abeta yeast res | EPAC1 ag
Nc1ccc2ccccc2c1[N+](=O)[O-] | 24 | 1.3 | -10% | -14% | -6% | 1% | 0% | 12% | -5%
O=C(C1CCOCC1)N1CCCC(N2CCN(c3ccc(F)cc3)CC2)C1 (stereo not given) | -1 | -3.6 | 13% | 21% | -24% | 1% | -4% | -4% | 7%
CCCNC(=O)CS(=O)(=O)Cc1nc(-c2ccccc2C)oc1C | -3 | 6.1 | 5% | -15% | -6% | -1% | 2% | 6% | 4%

Carrying on:
SMILES | PI5P4K alpha inh | IL2 activator | EPAC1 antag | FUS suppressor | PLK1 PBD block | WRN inhibitor | aSyn yeast inh | Abeta yeast res | EPAC1 ag
CCc1ccc(C2CC(=O)N(c3ccc(F)cc3)C3=C2C(=O)OC3)cc1 (stereo not given) | 1 | 1.2 | 21% | -10% | -2% | 2% | -3% | -9% | -2%
O=C(NCc1ccncc1)C(=O)NCC1OCCCN1S(=O)(=O)c1ccccc1 (stereo not given) | -10 | -0.5 | -3% | . | -8% | -4% | -6% | -4% | -5%
CCOC(=O)Cn1c(=O)oc2cc(S(=O)(=O)Nc3cc(Cl)ccc3OC)ccc21 | 5 | -0.7 | 2% | -16% | 3% | -4% | 4% | 15% | -1%
CC1(C(=O)NCc2ccc(C(F)(F)F)cc2)CCN1C1Cc2ccccc2C1 (stereo not given) | 9 | -0.3 | -13% | 3% | -3% | -6% | ? | 5% | -9%
Cc1c(NC(=O)c2cnn3cccnc23)c(=O)n(-c2ccccc2)n1C | 10 | -0.3 | 9% | . | 0% | -7% | -2% | 7% | 0%
CCN(CC)CCNC(=O)c1ccc2c(c1)ncn2C1CCCCC1 | 0 | -0.3 | 11% | -4% | -3% | 6% | -1% | 0% | -3%
O=C(O)c1nn(-c2cccc(C(F)(F)F)c2)ccc1=O | 19 | -1.7 | -2% | -31% | -3% | -5% | -2% | 9% | 9%
O=C(Nc1ccc(N2CCOCC2)c(Cl)c1)c1ccc2c(c1)OCCO2 | -4 | 0.4 | -20% | 3% | -12% | -1% | -10% | 15% | 13%
Cc1nnc(SCCN2CCOCC2)n1C | 1 | 0.9 | 2% | . | -3% | -25% | 7% | 2% | -3%
O=S1(=O)CC(N2CCCCC2)CN1Cc1ccccc1 (stereo not given) | 2 | 0.6 | 2% | -2% | -4% | -6% | ? | -10% | -10%
COc1cc(OC)c(-c2c3cc(O)c(=O)cc-3oc3cc(O)c(O)cc23)cc1OC | -30 | -0.6 | 182%[activator] | . | -57% | 2.4µM* | -35%[inhibitor] | 0% | 100µM*
CCOc1ccc(S(=O)(=O)N2CCCCC2)cc1NC(=O)Cc1ccc(OC)cc1 | 1 | -3.7 | 1% | -6% | -3% | 3% | -5% | -1% | -2%
Cc1c(NC(=O)/C(C#N)=C/c2ccc(-c3ccc(Cl)c(Cl)c3)o2)c(=O)n(-c2ccccc2)n1C | -3 | -3.2 | -29% | ? | -26% | -3% | -3% | -18% | -1%
CCOc1ccc(CCNC(=O)COC(=O)/C=C/c2ccccc2)cc1OCC | 4 | -3.0 | -7% | 22% | -5% | 5% | -1% | 8% | 11%
CCC(c1nnnn1Cc1ccccc1)N(Cc1ccco1)Cc1cc2cc(OC)ccc2[nH]c1=O (stereo not given) | -3 | 1.8 | 3% | 44% | 1% | -8% | 10% | 17% | 9%
Cn1c(=O)c2c(nc(Cc3ccc(N)cc3)n2C)n(C)c1=O | -2 | 0.1 | 16% | 3% | 2% | -4% | 3% | 6% | -1%
OC1c2cc(Br)ccc2N=C2CCCN21 (stereo not given) | -4 | 0.1 | -2% | -17% | -25% | -6% | 0% | -10% | 3%
CCn1cc(C(=O)NCc2ccco2)c2cc(OC)c(OC)cc2c1=O | 2 | -3.8 | 7% | -1% | 1% | -5% | 6% | -11% | -3%
O=C(CN(Cc1ccco1)S(=O)(=O)c1ccccc1)N/N=C/c1ccccc1C(=O)O | -6 | 0.4 | -10% | 20% | -12% | 0% | -4% | -11% | 6%
Cc1ccc(N2CC(=O)N(NC(=O)c3sc4nc(C)cc(C)c4c3N)CC2=O)cc1 | 4 | 6.4 | -3% | -17% | -3% | -5% | 3% | -15% | 9%
CCOC(=O)c1cc(-c2ccc(F)cc2)n(CC(=O)NC(C)CC)c1C (stereo not given) | 1 | -1.1 | -8% | -7% | 3% | 1% | 1% | 1% | -4%
C=CCc1cccc(/C=C/c2cc(=O)c3ccccc3[nH]2)c1O | -3 | -5.1 | -10% | . | -7% | -2%[11.6 µM] | -6% | -17% | -7%

No enrichment for hits. Share with any hit: about 4.1%.
